Screening data: PubChem, Sanford-Burnham Center for Chemical Genomics
NALP3 yeast inh – NALP3 inflammasome inhibitors in reconstituted yeast, primary screen, luminescence, uHTS; Yeast reconstituted NLRP3/ASC/caspase-1, beta-gal luminescence, 24 h; inhibition, % at 10 µM; hit rate 0.39% among 330,000; AID 2825, 2010;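 active means inhibition of 50% or more; inactive means inhibition below 50%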;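 further: plate controls were induced DMSO wells for no effect and uninduced yeast grown without galactose for full effect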
hIAP block – human IAP inhibitors, primary screen, biochemical, luminescence, uHTS; Intestinal-type alkaline phosphatase (Homo sapiens), P09923; purified IAP, CDP-Star luminescence, 30 min; inhibition, % at 10 µM; AID 2544, 2010; hit rate 0.12% among 330,000;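 active means inhibition reaching a set limit with compound at 10 µM in the primary screen, cut at about 35% in these data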;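 further: plate controls were DMSO wells with enzyme for no effect and no-enzyme buffer wells for full effect; values of inactives mirror those of a sister screen read the other way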
Target sequence (P09923 whole entry, looked up): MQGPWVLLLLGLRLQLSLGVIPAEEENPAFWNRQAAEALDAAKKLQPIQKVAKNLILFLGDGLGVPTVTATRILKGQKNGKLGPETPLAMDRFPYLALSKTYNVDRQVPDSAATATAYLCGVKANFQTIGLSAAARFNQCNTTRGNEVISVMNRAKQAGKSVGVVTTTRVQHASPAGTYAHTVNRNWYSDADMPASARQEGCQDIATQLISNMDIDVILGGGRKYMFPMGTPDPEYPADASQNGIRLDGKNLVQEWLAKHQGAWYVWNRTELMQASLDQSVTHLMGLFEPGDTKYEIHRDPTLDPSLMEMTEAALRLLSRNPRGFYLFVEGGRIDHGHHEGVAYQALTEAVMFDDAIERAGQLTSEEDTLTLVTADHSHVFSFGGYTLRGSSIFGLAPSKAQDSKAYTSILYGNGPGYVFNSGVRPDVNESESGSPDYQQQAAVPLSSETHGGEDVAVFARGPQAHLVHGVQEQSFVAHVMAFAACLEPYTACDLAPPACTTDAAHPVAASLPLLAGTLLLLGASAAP
APOBEC3G inh – APOBEC3G DNA deaminase inhibitors, primary screen, biochemical, fluorescence, single-stranded DNA substrate, uHTS; recombinant A3G, ssDNA deamination FAM/TAMRA fluorescence; inhibition, % at 20 µM; hit rate 0.28% among 330,000;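 active means inhibition of at least 40% at 20 µM, with no more than 30% in the related APOBEC3A deaminase screen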;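 further: plate controls were DMSO wells with A3G for no effect and wells lacking A3G enzyme for full effect; some compounds called inactive have numbers as strong as hits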
Target sequence (Q9HC16 whole entry, looked up): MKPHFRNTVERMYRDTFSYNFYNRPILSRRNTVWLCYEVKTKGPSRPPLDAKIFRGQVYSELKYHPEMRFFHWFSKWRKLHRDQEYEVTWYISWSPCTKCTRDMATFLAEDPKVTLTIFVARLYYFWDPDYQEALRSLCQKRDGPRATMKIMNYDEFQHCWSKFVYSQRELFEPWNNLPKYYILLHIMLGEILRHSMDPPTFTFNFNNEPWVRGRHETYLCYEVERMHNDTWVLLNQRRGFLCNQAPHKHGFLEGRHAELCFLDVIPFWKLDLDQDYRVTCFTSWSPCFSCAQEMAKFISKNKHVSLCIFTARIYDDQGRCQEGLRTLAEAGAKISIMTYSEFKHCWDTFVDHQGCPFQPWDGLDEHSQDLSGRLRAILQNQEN
MIN6 prolif – inducers of MIN6 beta-cell proliferation, primary screen, ATP luminescence, uHTS; MIN6 cells proliferation, ATPlite luminescence, 48 h; cells starved in 0.2% serum; 100% = growth in 10% serum; proliferation, % at 10 µM; AID 2380, 2010; hit rate 0.29% among 330,000;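 active means compounds whose signal lies at least 3.5 SD above the mean of all wells on their plate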;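 further: 0% = DMSO-treated cells in low-serum medium and 100% = 10% serum control; some compounds called inactive have numbers as strong as hits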
TIM10 inh – growth inhibitors of isogenic TIM10 control yeast, primary screen, counter-screen for tim10-1 yeast inhibitor project, luminescence, uHTS | S. cerevisiae TIM10 strain growth, BacTiter-Glo luminescence, 24 h | inhibition, % at 10 µM | hit rate 1.4% among 330,000;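 active means inhibition of 40% or more at the single tested concentration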;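 further: wild-type TIM10 isogenic control strain grown at permissive 25 °C; 0% = DMSO yeast wells and 100% = minimal medium wells without yeast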
APOBEC3A inh – APOBEC3A ssDNA deaminase inhibitors, primary screen, selectivity assay for APOBEC3G inhibitor project, biochemical, FAM/TAMRA oligo cleavage fluorescence. DNA dC->dU-editing enzyme APOBEC-3A (Homo sapiens), P31941. recombinant A3A, FAM/TAMRA ssDNA deamination fluorescence. inhibition, % at 20 µM. hit rate 0.41% among 330,000. AID 493011, 2011;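 active means at least 40% inhibition at 20 µM here, with at most 30% in a related deaminase screen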;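 further: plate controls were A3A with DMSO for no effect and wells lacking A3A enzyme for full effect; some results filed as inactive read as strong as hits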
mIAP block – inhibitors of mouse IAP, primary screen, biochemical, luminescence, uHTS | inhibition, % at 10 µM | AID 2806, 2010 | intestinal alkaline phosphatase [Mus musculus] | hit rate 0.2% among 330,000 | purified mouse IAP, CDP-Star luminescence, 30 min;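 active means inhibition of at least 40% at 10 µM in the primary screen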;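 further: plate controls were DMSO with enzyme for no effect and no enzyme wells for full effect; values of inactives mirror those of a sister screen read the other way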
mIAP activ – activators of mouse IAP, primary screen, biochemical, luminescence, uHTS | activation factor at 10 µM | hit rate 0.24% among 330,000 | muIAP, CDP-Star luminescence, 30 min; hits give high values; 1 = vehicle-only enzyme signal, 0 = enzyme-free wells | intestinal alkaline phosphatase [Mus musculus] | AID 2805, 2010;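 active means activation factor of at least 2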; further: the source names both 10 and 20 µM as test concentration; values of inactives mirror those of a sister screen read the other way
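Assay system: mouse IAP enzyme; Reagent: CDP-Star chemiluminescent phosphatase substrate; Compound: DMSO-dissolved test compounds; Incubation: 30 min, room temperature; Technique: luminescence from enzymatic CDP-Star hydrolysis; Controls: DMSO-only wells and no-enzyme negative control.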
tim10-1 inh – growth inhibitors of tim10-1 mutant yeast, primary screen, luminescence, uHTS; S. cerevisiae tim10-1 ts strain growth, BacTiter-Glo, 24 h; inhibition, % at 20 µM; hit rate 2.2% among 330,000;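 active means inhibition of at least 40%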;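 further: mutant grown at 25 °C; 0% = DMSO wells with yeast and 100% = wells holding no yeast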
Numbers without * were called inactive.

SMILES	NALP3 yeast inh	hIAP block	APOBEC3G inh	MIN6 prolif	TIM10 inh	APOBEC3A inh	mIAP block	mIAP activ	tim10-1 inh
O=C(CNC(=O)c1ccccc1Cl)Nc1ccc(Br)cc1C(=O)c1ccccc1	37	2	-5	-1	-23	-3	12	0.88	-71
CCN(CC)S(=O)(=O)c1ccc(NN=C(C#N)C#N)cc1	6	12	-2	-5	-6	0	-4	1	-5
CCC1(OC(=O)c2ccccc2)CC(C)N(C)CC1C (stereo not drawn)	9	3	-4	7.0*	-5	-4	0	1	-14
COC(=O)C1=C(c2ccccc2OCc2ccccc2)C[C@@H]2CC[C@H]1N2C(=O)NCCOc1ccc(OC)cc1	16	3	-7	-7	22	1	-36	1.4	22
CCN(CC)CCCNC(=O)c1c(O)c2ccccc2n(Cc2ccccc2)c1=O	24	1	-2	-5	-29	2	6	0.94	-51
COC(=O)N1CCN(C(=O)Cc2ccc(Cl)c(Cl)c2)C(CN2CCCC2)C1 (stereo not drawn)	15	-8	-6	-1	7	-2	-11	1.1	6
O=C1NC(=S)N(c2ccc(F)cc2)C(=O)/C1=C/c1ccccc1O	14	-11	-4	-3	26	7	3	0.97	20
C[C@H]1CC[C@@H]2N(C1)C[C@H]1[C@@H]3C[C@H]4[C@@H](CC(=O)[C@H]5C[C@@H](O)CC[C@@]54C)[C@@H]3CC[C@H]1[C@]2(C)O	6	2	-8	-4	-6	-1	-11	1.1	0
C[N+](C)(C)CC#CCOC(=O)Nc1cccc(Cl)c1	21	0	-6	-5	-3	-4	10	0.9	19
CC(Cc1ccccc1)NC=O (stereo not drawn)	2	0	-8	0	1	-3	-4	1	12
Clc1ccc(OCC#CCN2CCOCC2)cc1	-21	6	-3	0	7	-2	8	0.92	6
NCC(CC(=O)O)c1ccc(Cl)cc1 (stereo not drawn)	5	-4	-4	0	-2	-3	2	0.98	5
CC(=O)N1CN2CN(C(C)=O)CC(C(=O)c3ccc(Br)cc3)(C2)C1	9	0	-4	-4	-5	-2	2	0.98	-5
O=c1[nH]c(O)c(N=Nc2cccc(S(=O)(=O)N3CCOCC3)c2)c(=O)[nH]1	-17	2	-5	-3	7	-1	1	0.99	4
Cn1cc(C(=O)OCC(=O)NC2(C#N)CCCC2)c2ccccc21	12	6	1	1	8	2	0	1	-5

9 successive records out of the list so far, for reference:
SMILES	NALP3 yeast inh	hIAP block	APOBEC3G inh	MIN6 prolif	TIM10 inh	APOBEC3A inh	mIAP block	mIAP activ	tim10-1 inh
CCC1(OC(=O)c2ccccc2)CC(C)N(C)CC1C (stereo not drawn)	9	3	-4	7.0*	-5	-4	0	1	-14
COC(=O)C1=C(c2ccccc2OCc2ccccc2)C[C@@H]2CC[C@H]1N2C(=O)NCCOc1ccc(OC)cc1	16	3	-7	-7	22	1	-36	1.4	22
CCN(CC)CCCNC(=O)c1c(O)c2ccccc2n(Cc2ccccc2)c1=O	24	1	-2	-5	-29	2	6	0.94	-51
COC(=O)N1CCN(C(=O)Cc2ccc(Cl)c(Cl)c2)C(CN2CCCC2)C1 (stereo not drawn)	15	-8	-6	-1	7	-2	-11	1.1	6
O=C1NC(=S)N(c2ccc(F)cc2)C(=O)/C1=C/c1ccccc1O	14	-11	-4	-3	26	7	3	0.97	20
C[C@H]1CC[C@@H]2N(C1)C[C@H]1[C@@H]3C[C@H]4[C@@H](CC(=O)[C@H]5C[C@@H](O)CC[C@@]54C)[C@@H]3CC[C@H]1[C@]2(C)O	6	2	-8	-4	-6	-1	-11	1.1	0
C[N+](C)(C)CC#CCOC(=O)Nc1cccc(Cl)c1	21	0	-6	-5	-3	-4	10	0.9	19
CC(Cc1ccccc1)NC=O (stereo not drawn)	2	0	-8	0	1	-3	-4	1	12
Clc1ccc(OCC#CCN2CCOCC2)cc1	-21	6	-3	0	7	-2	8	0.92	6

(more compounds)
SMILES	NALP3 yeast inh	hIAP block	APOBEC3G inh	MIN6 prolif	TIM10 inh	APOBEC3A inh	mIAP block	mIAP activ	tim10-1 inh
COc1ccc(OC)c(C2=NOC(C(=O)N3CCC4(CC3)OCCO4)C2)c1 (stereo not drawn)	-7	5	-5	-1	-7	2	2	0.98	1
COC(=O)C1=C(c2cccc(C#N)c2)C[C@@H]2CC[C@H]1N2C(=O)NC1CC1	-3	5	-5	4	-7	-3	2	0.98	-15
COc1cc2c(cc1OC)C(C(=O)NCCC(C)C)C1CCCCN1C2=O (stereo not drawn)	1	-2	-4	2	5	0	5	0.95	-13
Cc1[nH]c2ccc(OCc3ccccc3)cc2c1CCN	16	10	1	-5	0	2	6	0.94	-6
COc1cc(/C=N/NC(=O)Cn2c([N+](=O)[O-])cnc2C)ccc1OC(=O)N(C)C	25	16	-4	-3	-3	1	5	0.95	-5
OC(CC#CCN1CCCCCC1)(c1ccccc1)C1CCCC1 (stereo not drawn)	26	-5	-4	-2	-14	-4	-4	1	-9
Fc1ccc2c(c1)nnn2C1CCN(Cc2c(Cl)cccc2Cl)CC1	3	1	-5	-4	14	-6	-6	1.1	19
C[C@]12CCC3=C4CCC(=O)C=C4CC[C@H]3C1CC[C@@H]2O (stereo partly drawn)	29	-5	-8	-1	-7	-4	-6	1.1	13
COc1nc(NCC2CCCO2)nc(N2CC3CC(C2)c2cccc(=O)n2C3)n1 (stereo not drawn)	4	7	-3	-3	-12	2	-2	1	5
CCN(CCCl)Cc1ccccc1Br	1	0	-2	-5	16	2	-3	1	-1
CC12CN3CC(C)(CN(C1)C3c1cccs1)C2O (stereo not drawn)	29	-12	-1	-2	-15	0	-1	1	-6
CCn1c(O)c(/C=N/N2CCOCC2)c(=O)n(CC)c1=S	8	-4	-3	-1	10	0	11	0.89	21
Cn1c(O)c(C(=O)c2ccccc2F)c(=O)n(C)c1=O	-1	-6	-6	2	0	-6	-2	1	-4
COC(=O)C1=C(c2ccc(-c3ccccc3)c(F)c2)C[C@@H]2CC[C@H]1N2C(=O)NCCOc1ccccc1Cl	15	5	-7	-7	5	-1	-1	1	3
CN1/C(=C\C=C2C(=O)NC(=S)NC2=O)C(C)(C)c2ccccc21	23	25	-94	1	-1	-43	28	0.72	-3
CCOC(=O)N1CCC(NC(=O)CCc2nc(C3=CCN(C)CC3)no2)CC1	11	-6	-7	-2	-5	-2	6	0.94	-2
CCOP(=O)(OCC)/C(C#N)=C/c1ccc(Br)cc1	19	8	-2	1	51*	-6	3	0.97	45*
COc1cc(CNCCc2ccc3c(c2)OCO3)ccc1O	17	-1	4	3	-2	1	5	0.95	-10
CCOC(=O)c1sc(/N=C/c2c(O)n(-c3cccc(C)c3)c(=O)[nH]c2=O)c(C#N)c1C	18	-9	-4	0	-19	-2	0	1	14
COc1ccc(CCn2c(O)c(C=NCCN3CCCCC3)c(=O)[nH]c2=O)cc1OC	11	-8	1	0	-4	0	-2	1	19
Cc1nc2nc(SCC(=O)N3CCC4(CC3)OCCO4)nn2c(C)c1Cc1ccccc1	11	-21	-6	-3	14	-5	-10	1.1	11
COP(=O)(OC)/C(C=O)=N/Nc1ccc([N+](=O)[O-])cc1	16	6	-7	-3	10	1	-5	1	9
COc1ccc(CCNCc2ccccc2F)cc1OC	7	-14	-5	-4	-10	4	-3	1	-21
CN1C(=O)C(=Cc2coc3ccccc3c2=O)C(=O)N(C)C1=O	8	0	-3	-2	-7	1	5	0.95	-8
O=c1[nH]c(N2CCN(Cc3ccc4c(c3)OCO4)CC2)nc2c1CCC2	10	-18	-4	-1	-4	-2	-2	1	-21
N=Cc1c(O)n(-c2ccc(C34CC5CC(CC(C5)C3)C4)cc2)c(=O)[nH]c1=O	2	-2	-6	0	10	-2	3	0.97	22
COc1ccc(CCN(C)Cc2ccc(F)cc2F)cc1OC	3	0	-9	0	7	-6	6	0.94	-2
CCc1ccc(CN2CCN(Cc3ccc(SC)cc3)CC2)cc1	38	8	-7	-1	-15	-3	3	0.97	-39
CC1CCN(c2cc(Br)c([N+](=O)[O-])cc2F)CC1	68*	18	-2	2	-10	-2	7	0.93	15
COC(=O)C1=C(c2ccc(C(C)=O)cc2)C[C@@H]2CC[C@H]1N2C(=O)NCCNC(C)=O	10	-9	-7	-3	0	1	-9	1.1	-11
CC(=O)Nc1ccccc1C(=O)OCC(=O)c1ccc2ccccc2c1	23	2	0	-4	-5	-2	-8	1.1	13
CC(C)(C)NCC(O)c1cc(Cl)c(N)c(Cl)c1 (stereo not drawn)	16	9	-8	-4	-5	-3	-2	1	-6
CN1CC(C#N)C2(O)c3ccccc3CCC2C1 (stereo not drawn)	8	-25	-5	1	-5	-4	-4	1	1
C[C@]12CCC3C(C1CCC2=O)[C@H](O)C[C@H]1C[C@@H](O)CC[C@]31C (stereo partly drawn)	11	8	0	-2	-4	3	-7	1.1	-7
Cc1ccc(Cc2c(C)nc3nc(SCC(=O)N4CCC5(CC4)OCCO5)nn3c2C)cc1	7	-11	-5	-5	18	-1	3	0.97	11
CN1C(=O)C(Cc2ccc(OCc3ccccc3)cc2)C(=O)N(C)C1=O	33	5	0	3	-1	-1	4	0.96	18
CC(=Nc1ccc(F)cc1)c1c(O)n(C)c(=O)[nH]c1=O	-2	-14	14	-3	2	-4	13	0.87	17
COc1ccc2c(c1OC)C(=O)O[C@@H]2[C@H]1c2cc3c(cc2CCN1C)OCO3	19	15	-7	5	5	1	3	0.97	9
OC(CN1CCOCC1)c1csc2ccccc12 (stereo not drawn)	6	-4	-3	-2	-5	-4	-8	1.1	-7
O=C(CCC(=O)N1C[C@H]2C[C@@H](C1)c1cccc(=O)n1C2)NCc1ccccc1C(F)(F)F	5	7	-4	-2	-3	-4	7	0.93	2
CN1CCN(Cc2cc(=O)n3ccsc3n2)CC1	2	13	-6	-5	0	-1	-1	1	-11
CCN1CCN(Cc2ccc(C)cc2)CC1	-6	1	-7	1	-7	-2	-2	1	22
CN(C)C(=O)Oc1ccc(-c2nnco2)cc1	0	5	0	1	6	-3	10	0.9	9
CCOC(=O)c1c(/N=C/c2c(O)n(-c3ccc(F)cc3)c(=S)[nH]c2=O)sc2c1CCCC2	4	13	0	-6	7	-2	13	0.87	21

An excerpt, so the mix of outcomes need not match the whole.
